# Tb PFK inh = T. brucei PFK enzyme inhibition. T. brucei PFK, ADP-Glo luminescence. Potency, µM (series often up to 57.5 µM), inactives show at the highest dose activity, negative = inhibition, hits mostly inhibitors. actives 0.17% (n = 330,000);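 note: potency is the fitted concentration of half-maximal effect; 0% = uninhibited 1x PFK enzyme wells and -100% = no-enzyme wells; nearly all actives have a fitted effect of over 60% in size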
# Target sequence (O15648 whole entry, looked up): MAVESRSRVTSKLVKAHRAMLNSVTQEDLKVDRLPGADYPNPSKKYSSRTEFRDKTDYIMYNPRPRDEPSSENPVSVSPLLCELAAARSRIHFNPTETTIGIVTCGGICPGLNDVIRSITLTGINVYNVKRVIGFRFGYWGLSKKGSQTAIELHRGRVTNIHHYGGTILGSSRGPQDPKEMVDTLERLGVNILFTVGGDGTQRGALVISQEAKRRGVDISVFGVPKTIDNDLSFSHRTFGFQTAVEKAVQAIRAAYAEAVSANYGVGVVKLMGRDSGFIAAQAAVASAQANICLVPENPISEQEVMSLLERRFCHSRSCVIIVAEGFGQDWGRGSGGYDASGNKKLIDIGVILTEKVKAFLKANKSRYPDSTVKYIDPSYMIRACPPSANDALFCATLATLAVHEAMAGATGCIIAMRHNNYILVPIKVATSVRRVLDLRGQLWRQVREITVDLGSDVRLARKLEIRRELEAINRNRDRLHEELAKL
#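 Compounds were pin-transferred as a titration series up to 57 uM into substrate buffer (0.5 mM F6P, 0.1 mM ATP, pH 8.0), then 1.25 nM PFK was added and reactions ran 45 min before ADP-Glo detection.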
# ELG1 genotox = genotoxicity induction in ELG1-luciferase HEK293T cells. HEK293T ELG1-luciferase reporter, luminescence, 16 h. actives 1.3% (n = 330,000). Potency, µM (titrated, usually from 46 µM), without a hit: at the top dose activity change, positive = activation, hits mostly activators; note: potency is the fitted concentration of half-maximal effect; % of control where 0% means no effect; nearly all actives have a fitted effect of over 60% in size
#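 HEK293T cells expressing luciferase-tagged ELG1 were treated with compound or DMSO for 16 hr at 37°C. Luciferase activity was then read after 30 min with ONE-Glo at room temperature; rising signal flags genetic stress.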
# NPC1 prom act = activators of NPC1 promoter; Huh7 NPC1 promoter luciferase reporter, 24 h; Potency, µM (top dose mostly 9.22 µM), for the others: at the highest dose activation, hits mostly activators; actives 2.4% (n = 320,000); AID 485313;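 note: potency is the fitted concentration of half-maximal effect; % of control where 0% means no effect; nearly all actives have a fitted effect of over 60% in size; reporter is driven by a mutant NPC1 promoter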
#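 Stably transfected Huh7 (NPC1 promoter→luciferase), 1500 cells/well in Opti-MEM + 10% FBS, 2 h settle, then compound 24 h at 37 °C. Luminescence after 10 min with Amplite reagent.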
# VP16 counter = inhibits Gal4-VP16 luciferase reporter, ROR gamma counter-screen; Drosophila S2 Gal4-VP16 UAS-luciferase, luminescence, 20 h; Potency, µM (top dose mostly 53.6 µM), without a hit: top-dose activity, negative = inhibition, most hits filed as inhibitors; actives 3.5% (n = 310,000); AID 2546;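 note: Gal4-VP16 expression switched on by copper sulfate through the metallothionein promoter; potency is the fitted concentration of half-maximal effect; % is set by controls: 0 for no effect and ±100 for the full control effect; nearly all actives have a fitted effect of over 50% in size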
# RORg inh = ROR gamma (mouse) transcription inhibition; P51450; Drosophila S2 Gal4-RORgamma UAS-luciferase reporter, 20 h; Potency, µM (titrated, usually from 53.6 µM), for the others: top-dose activity change, negative = inhibition, actives largely listed as inhibitors; actives 5.4% (n = 310,000); AID 2551; note: potency is the fitted concentration of half-maximal effect; % is set by controls: 0 for no effect and ±100 for the full control effect; nearly all actives have a fitted effect of over 60% in size
#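 Read-out: Photinus luciferase luminescence; inhibitors lower reporter signal. Insect Schneider cells with Gal4-ROR gamma fusion under metallothionein promoter, UAS reporter; 700 uM final copper sulfate induction, 20 hr, ambient temperature.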
# ELG1 DNA repair = blocks ELG1-dependent DNA repair in HEK293T cells | HEK293T ELG1-luciferase reporter, luminescence, 16 h; DNA damage induced by 5-fluorouridine | Potency, µM (series often up to 46.1 µM), for the others: top-dose activity change, negative = inhibition, actives largely listed as inhibitors | actives 2.3% (n = 330,000); note: potency is the fitted concentration of half-maximal effect; % is set by controls: 0 for no effect and ±100 for the full control effect; nearly all actives have a fitted effect of over 55% in size
#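 Cells (2,000 per well) received 5-fluorouridine plus test compound or DMSO and were incubated 16 hr at 37 °C, 5% CO2. Luciferase activity was read by luminescence 30 min after ONE-Glo addition; signal suppression marked inhibition of damage-induced ELG1 function.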
# Rab9 promoter act = Rab9 promoter activation. Huh7 Rab9 promoter-luciferase reporter, luminescence, 24 h. actives 2.8% (n = 320,000). AID 485297. Potency, µM (top dose mostly 9.22 µM), inactives show at the top dose activation, negative = inhibition, actives largely listed as activators; note: potency is the fitted concentration of half-maximal effect; % of control where 0% means no effect; nearly all actives have a fitted effect of over 60% in size
#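 Stable Rab9-luc Huh7, 1500 cells/well, 2 h settle; cmpd in DMSO, 24 h, 37 °C/5% CO2; luciferase reagent 10 min RT; luminescence.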
# BRCA1 expr act = increases BRCA1 expression. MCF7-BRCA1-FFLuc reporter, luminescence, 48 h; response scale: scaled: vehicle 0%, 10 µM genistein 100%. Potency, µM (series often up to 46.1 µM), for the others: top-dose activation, usual class: activators. actives 1.1% (n = 380,000); note: potency is the fitted concentration of half-maximal effect; nearly all actives have a fitted effect of over 80% in size; some results filed as inactive show a strong effect at the top dose
#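 Luminescence from a BRCA1-driven firefly luciferase in MCF7 cells was the read-out, taken 15 min after substrate addition following 48 h compound exposure at 37 °C. Data were normalized to a 10 microM genistein control and DMSO vehicle.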
# TRPV1 agonist = human TRPV1 agonism; Q8NER1; TRPV1-expressing cells, Fluo-8 calcium influx, agonist mode; activation, % at 8.33 µM; actives 0.19% (n = 320,000); AID 540275; in the data active = activation above about 80%; inconclusive = between about 30% and that limit; note: 0% is about no effect
#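 Fluo-8 calcium influx in TRPV1-expressing cells, kinetic read (ex 480/em 520 nm). Compound added and read 3 min for agonist activity, followed by capsaicin at EC20 final and 2 min further read for enhancement.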
# p53 reactivator = restores transcriptional activity of mutant p53 | H1299 p53-A138V BP100-luciferase reporter, luminescence, 24 h | Potency, µM (series often up to 92.2 µM), without a hit: at the top dose activity change, positive = activation, hits mostly activators | actives 0.063% (n = 320,000) | AID 504706; note: potency is the fitted concentration of half-maximal effect; % of control where 0% means no effect; nearly all actives have a fitted effect of over 45% in size
#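 H1299 (p53-null), stable ts p53-A138V + BP100-Luc; 1000 cells/well, Opti-MEM/10% FBS; cpd 4 pt, 1:5; 24 h, 37 deg C, 5% CO2; detection reagent 10 min RT; luminescence.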
# FLuc counter = inhibits or activates purified firefly luciferase, miR-21 counter-screen | P08659 | purified FLuc, Km substrates, luminescence inhibition | Potency, µM (titrated, usually from 57.5 µM), without a hit: at the highest dose activity change, negative = inhibition, usual class: inhibitors | actives 6.9% (n = 360,000);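 note: potency is the fitted concentration of half-maximal effect; plate controls were vehicle for no effect and reference inhibitor for full effect; nearly all actives have a fitted effect of over 55% in size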
# Target sequence (P08659 whole entry, looked up): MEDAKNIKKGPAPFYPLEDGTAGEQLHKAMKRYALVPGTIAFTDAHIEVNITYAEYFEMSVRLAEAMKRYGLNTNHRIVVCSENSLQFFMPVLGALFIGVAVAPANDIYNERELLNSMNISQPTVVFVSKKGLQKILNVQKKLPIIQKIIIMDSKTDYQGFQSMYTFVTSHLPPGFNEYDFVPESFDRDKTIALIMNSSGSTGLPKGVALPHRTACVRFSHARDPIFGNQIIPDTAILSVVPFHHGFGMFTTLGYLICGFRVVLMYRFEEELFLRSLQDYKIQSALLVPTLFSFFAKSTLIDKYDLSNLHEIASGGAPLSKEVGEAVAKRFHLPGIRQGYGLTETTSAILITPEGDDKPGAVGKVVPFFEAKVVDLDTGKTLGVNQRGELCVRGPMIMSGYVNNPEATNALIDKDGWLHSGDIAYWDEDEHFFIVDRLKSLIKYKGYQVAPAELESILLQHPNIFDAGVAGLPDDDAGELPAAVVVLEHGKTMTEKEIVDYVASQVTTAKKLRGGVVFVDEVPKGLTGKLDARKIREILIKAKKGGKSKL
#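 Purified P. pyralis luciferase, 10 nM final, with Km-level 10 uM D-luciferin and 10 uM ATP in 50 mM Tris acetate pH 7.5, 10 mM Mg acetate, 0.01% Tween-20, 0.05% BSA; 6-point qHTS titration about 60 µM downward; luminescence read.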
# Active calls of the source: *; ? = inconclusive; / = not tested or not shown; [ ] = remark or other dose. Unless noted, calls come from the whole dose curve; as a rule, active = well fitted curve in the direction sought with a large enough effect; inconclusive = small, poorly fitted or top-dose-only effect, or another doubt; inactive = no such curve, though single readings can be large; an effect the other way counts as inactive or inconclusive.
1) CN(C)CCSc1nc(-c2ccccc2)nc2c1COC(C)(C)C2
2) COc1ccc(Cc2nc3ccc(C(=O)N4CCCN(C=O)CC4)cc3o2)cc1
3) CCCCNC(=O)/C=C/c1ccc(S(=O)(=O)Nc2ccc(OC)cc2)cc1
4) O=C1CCCCCN1C(=O)c1ccc(C(=O)N2CCCCCC2=O)cc1
5) C/C(Cc1ccccc1)=N\NC(=O)CNC(=O)c1ccccc1Br
6) Brc1ccc2[nH]c3c(NCc4ccccn4)ncnc3c2c1
7) Cc1ccc(S(=O)(=O)N(Cc2cccc(Cl)c2)C(=O)N2CCN(C)CC2)cc1
8) O=C(O)CCC(=O)Nc1ccc(Br)cc1C(=O)c1ccccc1Cl

entry no.,1,2,3,4,5,6,7,8
Tb PFK inh,5%,-3%,-1%,-1%,-2%,0%,-7%,2%
ELG1 genotox,-2%,-4%,0%,0%,2%,-10%,-12%,7%
NPC1 prom act,-3%,0%,-8%,-3%,-2%,-4%,10%,-3%
VP16 counter,-1%,3%,-4%,5%,0%,-11%,/,20%
RORg inh,25%,-3%,8%,-5%,0%,41%,/,25%
ELG1 DNA repair,-10%,-6%,-13%,-3%,11%,?,10%,0%
Rab9 promoter act,1%,1%,-10%,-12%,-4%,-6%,-1%,-5%
BRCA1 expr act,5%,2%,-1%,-14%,-16%,0%,-13%,0%
TRPV1 agonist,13,-1,1,0,1,25,-2,-2
p53 reactivator,-2%,17%,-4%,16%,-6%,-4%,6%,-4%
FLuc counter,0%,-9%,3%,2%,?,?,0%,4%

# 3 structures out of the list, sorted by number of heavy atoms, smallest number first:
1) CN(C)CCSc1nc(-c2ccccc2)nc2c1COC(C)(C)C2
4) O=C1CCCCCN1C(=O)c1ccc(C(=O)N2CCCCCC2=O)cc1
3) CCCCNC(=O)/C=C/c1ccc(S(=O)(=O)Nc2ccc(OC)cc2)cc1

entry no.,1,4,3
Tb PFK inh,5%,-1%,-1%
ELG1 genotox,-2%,0%,0%
NPC1 prom act,-3%,-3%,-8%
VP16 counter,-1%,5%,-4%
RORg inh,25%,-5%,8%
ELG1 DNA repair,-10%,-3%,-13%
Rab9 promoter act,1%,-12%,-10%
BRCA1 expr act,5%,-14%,-1%
TRPV1 agonist,13,0,1
p53 reactivator,-2%,16%,-4%
FLuc counter,0%,2%,3%

# Further results
9) Nc1nc(N2CCOCC2)nc2ccccc12
10) COc1ccc2cnn(Cc3ccccc3)c(=O)c2c1OC
11) CC(C)NC(=O)C(=O)NCCN1CCN(S(=O)(=O)c2ccc(Cl)cc2)CC1
12) CCc1nnc(NC(=O)CSc2nc3ccccc3c(=O)n2CCCOC)s1
13) CCN1CCCC(CO)(Cc2ccccc2)C1 (centres undefined)
14) Cc1cccc(Cn2c(=O)oc3ccc(C)cc32)c1
15) O=C(NCc1ccccc1)/C(=C\c1ccc([N+](=O)[O-])cc1)NC(=O)c1ccco1
16) CCOc1ccc(C(=O)Nc2c3c(nn2-c2ccc(F)cc2)CS(=O)C3)cc1 (centres undefined)

entry no.,9,10,11,12,13,14,15,16
Tb PFK inh,-6%,8%,3%,-8%,1%,-1%,3%,-5%
ELG1 genotox,6%,5%,0%,5%,-1%,0%,1%,-2%
NPC1 prom act,7%,-2%,-6%,-1%,0%,-1%,1%,-5%
VP16 counter,1%,-1%,10%,5%,1%,-14%,/,17%
RORg inh,1%,21%,2%,-9%,-20%,-6%,/,-18%
ELG1 DNA repair,5%,8%,10%,-3%,6%,0%,10%,-15%
Rab9 promoter act,8%,1%,-4%,-3%,-3%,-1%,-1%,0%
BRCA1 expr act,3%,0%,0%,-4%,16%,-2%,-2%,0%
TRPV1 agonist,0,-1,-2,4,0,14,5,-2
p53 reactivator,3%,-8%,0%,-4%,-1%,-4%,/,-1%
FLuc counter,-12%,-1%,7%,6%,-1%,7%,0%,19%

17) Cc1cc(C(=O)OCC(=O)Nc2nccs2)c2ccccc2n1
18) COc1ccc(NC(NC(=O)c2ccc(OC)cc2)C(Cl)(Cl)Cl)cc1 (centres undefined)
19) COc1cc2sc(-c3ccc(S(C)(=O)=O)cc3)c(-c3ccc4c(c3)OCO4)c2cc1OC
20) CCCCCOc1ccc(CSCCNC(=S)Nc2ccccc2)cc1
21) Cc1c(NC(=O)C(C)Oc2ccc(Br)cc2Cl)c(=O)n(-c2ccccc2)n1C (centres undefined)
22) COc1ccc(NC(=O)COC(=O)C23CCC(=O)N2c2ccccc2S3)cc1 (centres undefined)
23) Cc1ccc(C(C)n2cc(C(=O)NCCN3CCN(C)CC3)nn2)cc1 (centres undefined)
24) Cn1c(-c2ccccc2)c(C(=O)CCl)c2ccccc21

entry no.,17,18,19,20,21,22,23,24
Tb PFK inh,-1%,-3%,1%,10%,-7%,-5%,1%,-19%
ELG1 genotox,-3%,-4%,0%,-5%,2%,1%,0%,-18%
NPC1 prom act,1%,-1%,/,-2%,-4%,9%,-4%,-49%[inhibitor]
VP16 counter,-5%,?,/,3.2µM*,/,1%,-14%[0.365 µM],?
RORg inh,-23%,?,/,3.2µM*,/,16%,4%,7.1µM*
ELG1 DNA repair,-10%,-6%,?,?,5%,0%,20%,?
Rab9 promoter act,-2%,-2%,/,-5%,-5%,9%,-5%,-56%[inhibitor]
BRCA1 expr act,-6%,-27%,-37%,-3%,-6%,0%,-18%,-83%[inhibitor]
TRPV1 agonist,0,5,/,?,-2,1,5,-5
p53 reactivator,0%,10%,0%,?,2%,0%,2%,-13%
FLuc counter,1%,1%,/,-3%,7%,0%,2%,?

25) O=C(NCc1ccc2c(c1)OCO2)C1CCC(CNS(=O)(=O)c2ccccc2)CC1 (centres undefined)
26) Cc1cccc(NS(=O)(=O)c2ccc3oc(=O)ccc3c2)c1C
27) Cc1ccc(S(=O)(=O)CC2CSc3nnc(C)c(=O)n32)cc1 (centres undefined)
28) Cc1cc(C)n2nc(SCC(=O)Nc3ccc(F)cc3[N+](=O)[O-])nc2n1
29) COc1cccc(NC(=O)COc2ccc(Br)c(C)c2)c1
30) O=C(NC(=S)Nc1ccccc1Cl)c1csnn1
31) CCOc1ccc(N(CC(=O)NC2CCCCC2)C(=O)CNC(=O)c2cccs2)cc1
32) CCN(CC)CCN1C(=O)C(=O)/C(=C(/O)c2c(C)[nH]c(C(=O)OC)c2C)C1c1cccc(OC)c1 (centres undefined)

entry no.,25,26,27,28,29,30,31,32
Tb PFK inh,3%,-3%,-11%,1%,6%,-8%,0%,-9%
ELG1 genotox,-5%,1%,1%,1%,15%,2%,-1%,-3%
NPC1 prom act,-1%,-4%,-2%,/,-1%,5%,-2%,1%
VP16 counter,-10%,-7%,6%,/,1%,?,4%,13%
RORg inh,?,?,14%,/,2%,?,-7%,3%
ELG1 DNA repair,?,12%,-4%,0%,?,?,-3%,-2%
Rab9 promoter act,0%,-5%,-5%,/,11%,3%,0%,-3%
BRCA1 expr act,-14%,14%,18%,-1%,-5%,33%,2%,-4%
TRPV1 agonist,2,-3,1,/,?,-4,1,4
p53 reactivator,-6%,-4%,-5%,-6%,1%,0%,-5%,0%
FLuc counter,0%,1%,2%,/,19µM*,13µM*,-2%,-1%

33) O=C(CNc1cccc([N+](=O)[O-])c1)NC(=O)NC1CCCCC1
34) CCOc1ccc(C/C(O)=C2\C(=O)CC(C)(C)CC2=NCC(=O)O)cc1OCC
35) CCOC(=O)c1c(NC(=O)c2cccs2)sc(C)c1C
36) CC(C)CNC(=S)NNC(=O)c1ccccc1OC(F)F
37) COc1ccc(Cl)cc1NC(=O)COC(=O)CCc1cc(OC)c(OC)c(OC)c1
38) O=C(COC(=O)c1cc(=O)[nH]c2ccccc12)NC1CCCCC1
39) Cn1c(Cc2csc(N)n2)nnc1SCC(=O)NC1CCCCC1
40) CS(=O)(=O)c1ccc2nc(NC(=O)CN3C(=O)NC4(CCCC4)C3=O)sc2c1

entry no.,33,34,35,36,37,38,39,40
Tb PFK inh,?,-2%,0%,2%,3%,5%,-6%,-4%
ELG1 genotox,-3%,2%,-5%,0%,4%,3%,2%,1%
NPC1 prom act,/,-3%,-2%,-6%,-3%,/,7%,-3%
VP16 counter,/,3%,-8%,?,-8%,/,0%,/
RORg inh,/,-1%,-5%,?,7%,/,-2%,/
ELG1 DNA repair,-7%,-12%,21%,-1%,7%,8%,15%,13%
Rab9 promoter act,/,3%,1%,-8%,4%,/,1%,6%
BRCA1 expr act,-26%,-7%,-7%,-1%,-1%,0%,4%,-12%
TRPV1 agonist,/,5,1,-2,0,/,6,0
p53 reactivator,-6%,-1%,0%,-2%,2%,-8%,-11%,/
FLuc counter,/,1%,-3%,-2%,3%,/,0%,-14%

# From PubChem
